# Bioassay records (PubChem)
# RmlCD inh 1536: inhibitors of Mycobacterium tuberculosis RmlC and RmlD coupled enzymes; actives 0.03% (n = 160,000); P9WH09+P9WH11; RmlC+RmlD coupled enzyme assay, percent inhibition; primary screen in compound mixtures; inhibition, % at 3.6 µM; in the data active = inhibition mostly above about 34%, no sharp cut-off; note: some results filed as inactive read as strong as hits
# Target sequence (P9WH09 whole entry, looked up): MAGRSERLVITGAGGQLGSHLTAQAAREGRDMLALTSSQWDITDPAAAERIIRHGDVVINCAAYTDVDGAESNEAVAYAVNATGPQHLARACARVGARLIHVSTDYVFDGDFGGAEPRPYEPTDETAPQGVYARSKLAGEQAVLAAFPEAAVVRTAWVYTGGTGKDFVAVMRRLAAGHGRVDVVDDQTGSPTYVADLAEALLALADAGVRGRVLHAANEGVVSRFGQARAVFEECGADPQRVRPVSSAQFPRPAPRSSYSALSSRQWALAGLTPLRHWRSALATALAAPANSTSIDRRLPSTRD
# Target sequence (P9WH11 whole entry, looked up): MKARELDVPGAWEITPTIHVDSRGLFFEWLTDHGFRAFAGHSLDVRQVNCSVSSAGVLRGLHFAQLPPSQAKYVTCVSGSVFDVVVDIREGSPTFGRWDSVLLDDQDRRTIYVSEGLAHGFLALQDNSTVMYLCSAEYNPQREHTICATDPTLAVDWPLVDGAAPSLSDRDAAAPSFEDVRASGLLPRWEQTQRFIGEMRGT
# GlmU inhibition: inhibition of mycobacterial GlmU enzyme – biochemical, glucosamine-1-phosphate acetyltransferase (AID 1376); M. tuberculosis GlmU acetyltransferase enzyme assay; higher % means a stronger effect; inhibition, %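 (tested at 30 µM in the primary screen)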, or IC50 in µM where a hit was titrated; actives 0.25% (n = 220,000); in the data active = inhibition above about 13%;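 note: 0% = complete reaction with vehicle and 100% = reaction without substrate; strong numbers were not always called active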
# * = called active by the depositor; · = not tested or not shown. Some of the compounds tested. The share of hits here may be higher or lower than overall.
# The line under a structure holds: GlmU inhibition | RmlCD inh 1536
- O=C1CSC(c2ccccc2)N1CC12CC3CC(CC(O)(C3)C1)C2 (centres undefined)
 : 0.3% | 2
- Cc1cc(NC(=O)NCC(F)(F)F)no1
 : 1.1% | 2
- Cn1c2c(c(=O)n(C)c1=O)C(NC(=O)c1cccs1)(C(F)(F)F)C(=O)N2 (centres undefined)
 : -1.7% | 0
- Cc1cc(C(F)(F)F)n(-c2nc(C(=O)Nc3ccccc3Oc3ccccc3)cs2)n1
 : 0.0% | 26
- Cc1[nH]c2ccccc2c1-c1csc(NC(=O)CSCCO)n1
 : 1.3% | 4
- Cc1ccnc(-n2c(C)nc3ccccc3c2=O)c1
 : 3.7% | -4
- CCN(CC)C(=O)C[n+]1cccc(/C=N/O)c1
 : 6.1% | 5
- COc1cc(C(=O)OCC(=O)Nc2ccc(F)cc2F)cc(OC)c1OC
 : 2.2% | 7
- Cn1cc(-c2nnc(-c3ccccc3)o2)c2ccccc21
 : 1.1% | 4
- CCOC(=O)c1sc(NC(=O)/C=C/c2c(F)cccc2Cl)nc1C
 : 2.7% | ·
- COc1cc2cc(CN(Cc3nnnn3Cc3ccco3)C3CCCCC3)c(=O)[nH]c2cc1OC
 : -2.9% | 12
- Cc1nn(CC(=O)NCc2ccccc2F)c(C)c1[N+](=O)[O-]
 : 3.2% | ·
- Cc1c(NC(=O)c2ccc(Br)o2)cccc1C(=O)O
 : 0.5% | 14
- Cc1occc1C(=O)NC(C)c1ccc2c(c1)OCO2 (centres undefined)
 : -3.5% | -2
- CCOC(=O)NC(=O)/C(C#N)=N/Nc1ccc(F)cc1
 : 0.5% | -6
- CCOC(=O)c1cc2sccc2n1Cc1ccc(C#N)cc1
 : 1.4% | ·
- Cc1cc(C)c(C)c(S(=O)(=O)Nc2ccccc2C(=O)NCCCN2CCOCC2)c1C
 : -4.7% | 11
- CCOc1cc(CNc2ccccc2)cc(Br)c1OCc1ccccc1F
 : -4.4% | ·
- CCC1CCCCN1C(=O)CSc1nnc(-c2ccc(Cl)cc2)o1 (centres undefined)
 : -4.5% | 6
- COc1ccccc1-c1nc(COc2ccc(Cl)cc2Cl)no1
 : 12% | -10
- CCOC(=O)c1nn(-c2ccc(Cl)cc2)c2nnc(Cc3ccccc3)c(=O)n12
 : 3.3% | 3
- O=C(Cn1cnc2cc([N+](=O)[O-])ccc2c1=O)Nc1ccc(N2CCOCC2)cc1
 : 2.8% | -10
- Cc1cccc(/C=C/C(=O)c2cc(Br)ccc(=O)c2O)c1
 : 6.4% | ·
- O=C(CCN1CCCCC1)N/N=C/c1ccc(Br)cc1
 : 1.3% | -3
- COc1ccc(NC(=O)CN2CCC(C(N)=O)(N3CCCCC3)CC2)c(OC)c1
 : 0.3% | -7
- O=S(=O)(NCCSc1ccc(Cl)cc1)c1ccc(F)cc1
 : 0.7% | -5
- COc1ccc(N2CCN(C(=O)C3CCN(S(=O)(=O)c4ccc(F)cc4)CC3)CC2)cc1
 : -5.7% | -10
- CCc1cc(C(=O)NNC(=S)Nc2cc(C)ccc2C)cs1
 : -0.4% | ·
- COc1ccc(-n2c(-c3ccc(Br)cc3)nc(=S)c3c2CCCC3)cc1
 : -4.1% | 5
- O=C(C1CCCCC1)N1CCN=C1SCc1cccnc1
 : 2.6% | ·
- O=C(Cc1ccccc1)NCC(=O)OCC(=O)c1cccs1
 : -1.4% | 11
- COc1cc(C(=O)OCC(=O)NC(=O)c2cccn2C)ccc1OC(F)F
 : -1.9% | ·
- COc1ccc(Cn2nnnc2C(C(C)C)N2CCc3ccccc32)cc1 (centres undefined)
 : -2.9% | 11
- COc1ccccc1S(=O)Cc1ccc(C(=O)O)o1 (centres undefined)
 : -0.2% | -5
- O=C(c1cccs1)N(C(=O)c1cccs1)c1ccc(Br)cn1
 : 1.8% | 9
- CCn1c(SCC(=O)NNC(=O)c2ccco2)nnc1-c1ccco1
 : 1.6% | 40
- COc1ccccc1OCCSc1nc(N)cc(N)n1
 : -0.1% | ·
- Cc1ccc(C)c(-n2c(SCC(=O)N3CCCC3)nnc2-c2ccccn2)c1
 : -2.5% | 8
- O=C(NCCN1CCN(C(=O)NC2CCCCC2)CC1)NC1CCCCC1
 : -6.5% | -5
- O=C(Oc1ccc2ccc(=O)oc2c1)C1CCCCC1
 : -0.3% | -4
- O/N=C/c1cc(Cl)ccc1OCc1cccc2ccccc12
 : 1.3% | -13
- Cc1ccc(C)c(CSCC(=O)NCc2cccs2)c1
 : -3.3% | 1
- O=C(CN1CCCCCC1)N1c2ccccc2C=Cc2ccccc21
 : 0.1% | ·
- Nc1nc(CSc2nnc(-c3cccc(F)c3)n2-c2ccccc2)nc(N2CCOCC2)n1
 : 6.2% | 3
- CCOc1c(OC(C)=O)ccc(/C=C2\N=C(SCC)SC2=O)c1[N+](=O)[O-]
 : -2.0% | 15
- C/C(=N\N=C1\NC(=O)C(CC(=O)NCc2ccccc2)S1)C(C)C (centres undefined)
 : -3.5% | ·
- COC(=O)C1(C(C[N+](=O)[O-])c2ccco2)C(=O)NCC1c1ccccc1 (centres undefined)
 : 3.5% | 11
- O=C1c2ccccc2CC1Sc1nnc(-c2ccccn2)o1 (centres undefined)
 : 5.1% | -5
- Cn1c(SCC(=O)Nc2ccc(NC(=O)c3cccs3)cc2)nnc1-c1ccncc1
 : -1.3% | ·
- Cc1nnc(NC(=O)c2c(-c3ccccc3)noc2C)s1
 : 1.1% | 57

# Further entries.
# The line under a structure holds: GlmU inhibition | RmlCD inh 1536
- O=S(=O)(NC1CCc2ccccc21)c1ccc(S(=O)(=O)N2CCCC2)cc1 (centres undefined)
 : 0.8% | 4
- CCOC(=O)C1Nc2ccc(OC(F)(F)F)cc2C2C=CCC12 (centres undefined)
 : 1.1% | ·
- CCOc1ccc(C(=S)N2CCOCC2)cc1
 : -1.5% | -7
- O=c1cc(O)n(-c2ccc(F)cc2)c(=S)[nH]1
 : 3.7% | 5
- O=C(CSc1nnc(CNC(=O)c2cccs2)o1)Nc1ccc2c(c1)OCO2
 : 2.3% | 9
- Cn1c(=O)c(NC2CCCCC2)c2c3c(cccc31)C(=O)c1ccccc1-2
 : 4.6% | -11
- CC1C(c2cccs2)=[N+]([O-])C(C)(C(=O)c2cccs2)N1O (centres undefined)
 : 6.3% | -10
- CC1=CC(C)(C)N(S(=O)(=O)c2ccc(F)cc2)c2ccc(C)cc21
 : -1.3% | 15
- Cc1ccc(Cn2c(C)cc3c(c2=O)C(c2cccs2)C(C#N)=C(N)O3)cc1 (centres undefined)
 : -3.0% | 0
- CCOc1ccc(-c2noc(CCC(=O)O)n2)cc1
 : -4.0% | 6
- CC(OC(=O)c1ccncc1)C(=O)Nc1cc(S(=O)(=O)N2CCCCC2)ccc1Cl (centres undefined)
 : -1.5% | ·
- Cn1c(=S)n(/N=C/c2cccs2)c2ccccc21
 : 10% | -2
- CCCCCOC(=O)CC(C(=O)OCCCCC)N1CCCCC1 (centres undefined)
 : 0.5% | ·
- CC1=CC(c2ccccc2)=Nc2ccc(C)cc2N1
 : -4.7% | 2
- O=c1oc(-c2cccs2)nc2c1cnn2-c1ccccc1
 : 3.1% | 3
- Cc1ccc(Oc2ccc(C(=O)NC3CCSC3=O)cn2)cc1 (centres undefined)
 : 5.2% | -8
- Cc1cccc(OC(=O)NCCOC(=O)N(O)c2ccc(Cl)cc2)c1
 : -8.2% | 4
- CCOC(=O)C(C(=O)Nc1ccccc1C)C1CCCCC1 (centres undefined)
 : 0.4% | 31
- Cc1ccc(NS(=O)(=O)c2ccc3c(c2)CCC(=O)N3)cc1C
 : -1.9% | ·
- CCOc1ccc(N(C(=O)Cn2nnc3ccccc32)C(C(=O)NC(C)(C)CC)c2cccn2C)cc1 (centres undefined)
 : 2.5% | ·
- Cc1nn(Cc2ccccc2)c(Cl)c1/C=C1\NC(=S)NC1=O
 : 2.7% | ·
- Cc1ccc(C)c(NC(=O)C(NCC(C)(C)N2CCOCC2)c2ccccc2)c1 (centres undefined)
 : -3.0% | -7
- CCOC(=O)C1=NN(C(C)=O)C2(CC(=O)N(c3ccc(C)c(C)c3)C2=O)C1 (centres undefined)
 : 8.2% | -11
- Cc1ccc(OCCN2CCN(c3nc(NCc4ccco4)c4ccccc4n3)CC2)cc1
 : 0.3% | ·
- CSc1ccccc1-n1nnnc1SCc1ccccc1
 : 2.8% | 14
- Cc1cccc(N(CC(=O)NC2CCCC2)C(=O)c2c(C)noc2C)c1
 : 3.5% | ·
- Cc1ccc(C(=O)CSc2nn3c(=O)c(C(C)(C)C)nnc3s2)cc1
 : -4.2% | 10
- COc1ccc(N(C(=O)c2ccn[nH]2)C(C(=O)NC(C)(C)C)c2ccc(F)cc2)cc1 (centres undefined)
 : -1.8% | ·
- O=C(Nc1cnccn1)c1ccncc1
 : -0.5% | -5
- Cc1ccsc1C(=O)OCC(=O)N1CCc2ccccc2C1
 : -4.4% | -10
- O=C(CCNC(=O)c1ccc([N+](=O)[O-])cc1)Nc1ccccc1N1CCOCC1
 : -4.4% | -3
- CC(C)c1ccccc1-n1cc[nH]c1=S
 : 5.7% | 2
- O=c1oc(-c2cccs2)nc2ccc(Cl)cc12
 : -2.5% | 0
- Cc1nc(NC(=O)C2CCCCC2)sc1C
 : 6.0% | ·
- CC(=O)CCc1ccc(OCCCCn2cncn2)cc1
 : -2.8% | ·
- Cc1cccc(NC(=O)c2cc3c([nH]c4ccccc43)c(C)n2)c1C
 : -1.1% | -7
- Cc1cc(C(=O)Nc2c(C)nn(Cc3ccc(F)cc3)c2C)on1
 : 2.2% | ·
- C#C[C@]1(O)CCC2C3CCC4=Cc5oncc5CC4(C)C3CCC21C (some centres undefined)
 : 3.9% | ·
- C/C(=N\Nc1ccc2nncn2n1)c1ccc(Cl)s1
 : · | 33
- CC(=O)Nc1nc(-c2ccc3c(c2)OCO3)cs1
 : -0.7% | ·
- S=C(NCc1ccccn1)Nc1ccc(Br)cc1Cl
 : -3.7% | -10
- Cc1ccc(OCCNc2ccc(C(F)(F)F)cc2[N+](=O)[O-])cc1
 : 12% | ·
- Cc1[nH]c(=O)[nH]c(=O)c1CSc1nnc([C@@H](NC(=O)OC(C)(C)C)C(C)C)o1
 : 0.0% | ·
- O=C(CSC1=NCCS1)NC1CCCCC1
 : 0.8% | 10
- O=c1nc2c(-c3ccccc3F)n[nH]n2c2ccccc12
 : 6.9% | 0
- CCN(CC)CC(O)Cn1c(-c2cccc(Cl)c2)nc2cc(C)c(C)cc21 (centres undefined)
 : -1.5% | 6
- O=C(Nc1ncc2c(n1)-c1ccccc1CC2)c1cccc(Cl)c1
 : · | 8
- C=CCSc1nnc(-c2cnn(-c3ccccc3)c2-n2cccc2)n1C
 : -5.9% | -9
- COc1ccccc1OCC#CCSc1ncccn1
 : 0.2% | 2
- O=C(CCC(=O)N1CCN(S(=O)(=O)c2ccc(Cl)cc2)CC1)NCc1ccccc1
 : 0.6% | 0

# Record cards, as listed above.
# Cc1[nH]c(=O)[nH]c(=O)c1CSc1nnc([C@@H](NC(=O)OC(C)(C)C)C(C)C)o1 in the list: GlmU inhibition: 0.0%; RmlCD inh 1536: ·
# O=C(CSC1=NCCS1)NC1CCCCC1 in the list: GlmU inhibition: 0.8%; RmlCD inh 1536: 10
# C=CCSc1nnc(-c2cnn(-c3ccccc3)c2-n2cccc2)n1C in the list: GlmU inhibition: -5.9%; RmlCD inh 1536: -9

# (next part)
# The line under a structure holds: GlmU inhibition | RmlCD inh 1536
- O=C(COC(=O)/C=C/c1ccccc1Cl)NC(=O)Cc1ccccc1
 : 3.0% | 15
- CC(Cc1ccccc1)NCc1ccccc1O (centres undefined)
 : -0.4% | 26
- O=C(CSc1ncnc2c1oc1ccccc12)NC1CCCCC1
 : -2.1% | 0
- O=C(COC(=O)C1CCC(=O)N1)Nc1ccccc1Br (centres undefined)
 : -4.8% | -10
- COc1ccc(-n2nnnc2S(=O)(=O)CC(=O)N2CCCCC2)cc1
 : 8.3% | ·
- NS(=O)(=O)c1ccc(CNC(=O)CSc2ccccc2)cc1
 : 5.0% | -3
- CC(=O)Nc1cc(N=Cc2ccc(O)cc2O)c(Cl)cc1Cl
 : 6.1% | 3
- O=C(CSc1nc(C2CCCCC2)nc2ccccc12)NCc1ccc2c(c1)OCO2
 : -1.9% | -7
- Cc1cc(S(=O)(=O)N2CCN(Cc3ccccc3)CC2)c(C)s1
 : 2.9% | -8
- CCOC(=O)C(=Cc1ccc(-n2cncn2)cc1)C(=O)OCC
 : 0.1% | -8
- COc1ccc(C2(C(=O)Nc3ccc(C(=O)O)cc3)CCOCC2)cc1
 : 1.1% | -5
- O=[N+]([O-])c1cccc(CSc2cccc[n+]2[O-])c1
 : 6.5% | 8
- C/C(=N\NC(=O)COc1ccc(C#N)cc1)c1ccc(N2CCOCC2)cc1
 : -5.0% | 8
- CCOC(=O)c1c(C)oc2ccc(OS(C)(=O)=O)cc12
 : -3.4% | 8
- O=C(NCc1ccccc1Cl)c1cnccc1C(F)(F)F
 : -2.0% | 3
- CC(C)=C1C(=O)NN(c2ccc(C)c(Cl)c2)C1=O
 : 3.5% | ·
- Cc1nn(C)c(C)c1NC(=O)CC12CC3CC(CC(C3)C1)C2
 : 1.1% | 8
- COc1cccc(C(=O)N2CCN(C3CCN(Cc4ccccc4)CC3)CC2)c1OC
 : -3.0% | ·
- CCOC(=O)/C(=C/c1c2ccccc2cc2ccccc12)NC(=O)c1ccccc1
 : 0.2% | -2
- CCOc1ccc(C(=O)c2ccncc2)cc1
 : -0.7% | 11
- NC(=O)c1cccnc1Oc1cccc(Cl)c1
 : 0.0% | ·
- CSc1ccc(-c2ccco2)nn1
 : · | 5
- Cc1occc1C(=O)NNC(=O)c1nn(C)c(=O)c2ccccc12
 : -0.6% | ·
- COc1ccc(C2C(C#N)=C(N)Oc3n[nH]c(-c4ccccn4)c32)c(OC)c1OC (centres undefined)
 : · | 9
- COC(=O)[C@@H]1C[C@H]1[C@@H](NC(=O)c1cc(C)on1)c1ccccc1
 : -3.0% | ·
